# Bioassay records: PubChem, several laboratories
# Bcl-B TR3 displacers: displacers of TR3 peptide from Bcl-B, primary screen, selectivity assay for Bfl-1 inhibitor project, biochemical, fluorescence polarization; FP displacement of FITC-TR3 peptide from Bcl-B; higher % means a stronger effect; one-dose displacement, % at 20 µM; IC50 in µM for titrated hits; 96,000 tested, 0.11% active; AID 748;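 active means displacement above 50% at 20 µM plus a fluorescence interference ratio under 1.5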;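 further: plate controls were wells without compound for no effect and wells lacking Bcl-B protein for full effect; a part of the inactive calls stands beside numbers as strong as those of hits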
# PLAP inhibitors HTS: inhibition of human placental alkaline phosphatase – biochemical, luminescence, HTS (AID 690); purified PLAP, luminescent substrate; higher % means a stronger effect; inhibition, % at 20 µM; hits with a dose series show IC50 in µM; 96,000 tested, 0.08% active; in the data active means a potency from the dose series; inactive means the rest, 99 in 100 with inhibition below about 30%; further: strong numbers were not always called active
# NFkB transloc pot: enhances IL-1B driven NFkB nuclear translocation; HUVEC IL-1B NFkB p65 nuclear translocation imaging; activation, % at 2 µM; 94,000 tested, 0.3% active; AID 819;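 active means activation above 40%, about the mean plus 3 SD, also judged a hit on visual image review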;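 further: percent activation is computed from the nuclear over cytoplasmic p65 intensity ratio; values of inactives mirror those of a sister screen read the other way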
# MRP resist rev: MRP-mediated drug resistance reversal; H69AR cells + 2 uM doxorubicin, CellTiter-Glo, 72 h; differential viability (reversal), % at 10 µM; 85,000 tested, 0.04% active; AID 602;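 active means viability drop by adding the cancer drug above about 55%, with treated viability meeting a 40% cutoff, limit read from the data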;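 further: viability without doxorubicin minus viability with 2 µM doxorubicin for each compound; larger differential means the compound sensitizes cells more to doxorubicin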
# IL1B NFkB inh: blocks IL-1B driven NFkB nuclear translocation in HUVEC cells. AID 796. HUVEC IL-1B NFkB p65 nuclear translocation imaging. 94,000 tested, 0.43% active. inhibition, % at 2 µM;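 active means inhibition above about 30% together with a positive call from visual inspection of the well image, limit read from the data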;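 further: nuclear over cytoplasmic p65 intensity ratio measured by imaging; 0% = IL-1B stimulated DMSO wells and 100% = unstimulated DMSO wells; values of inactives mirror those of a sister screen read the other way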
# MRP resist rev cytotoxicity: also measured in MRP resist rev; calls as there; viability, %; H69AR cells, CellTiter-Glo, 72 h; measured here: cytotoxicity without doxorubicin
# MRP resist rev with doxorubicin: further read-out of MRP resist rev, marked with its call; viability, %; measured here: viability with 2 uM doxorubicin; stronger effect = lower value
# IL1B NFkB inh cell count 2 µM: also measured in IL1B NFkB inh; calls as there; cell count; measured here: cells passing quality filter;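 raw number of nuclei counted in each imaged well without normalization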
# NFkB transloc pot cell count 2 µM: also measured in NFkB transloc pot; calls as there; cell count; measured here: cells passing quality filter
# * marks the source's active call; other numbers are inactive results; nt = no result given. A portion of the library; rates above refer to the full screens.
SMILES,Bcl-B TR3 displacers,PLAP inhibitors HTS,NFkB transloc pot,NFkB transloc pot cell count 2 µM,MRP resist rev,MRP resist rev cytotoxicity,MRP resist rev with doxorubicin,IL1B NFkB inh,IL1B NFkB inh cell count 2 µM
CCOC(=O)C(CCC(=O)O)(CCC(C)C)c1csc(N)n1 (configuration not stated),7%,-19%,-10,181,-7,90,97,10,181
N=P(N1CCOCC1)(N1CCOCC1)C12CC3CC(CC(C3)C1)C2,-5%,11%,5,159,1,101,99,-5,159
Cc1ccccc1C(=O)Nc1ccc(-c2nc3ccc(C(=O)c4ccccc4)cc3[nH]2)cc1,0%,7%,-1,182,nt,nt,nt,1,182
COc1ccccc1Oc1ccc(S(=O)(=O)N2CCOCC2)cc1S(=O)(=O)N1CCOCC1,nt,nt,8,182,5,91,86,-8,182
COc1cccc(C2=CC(c3cccc(OC)c3OC(F)F)n3nnnc3N2)c1 (configuration not stated),-3%,-6%,10,157,nt,nt,nt,-10,157
c1nc(N2CCCC2)c2[nH]cnc2n1,nt,nt,-1,122,-2,68,70,1,122
CCOC(=O)CN1C(=O)NC2NC(=O)NC21 (configuration not stated),8%,-6%,0,141,-2,92,94,0,141
O=C(OCC(=O)N1CCN(c2ccccc2)CC1)c1cccc(Cl)c1,nt,nt,18,112,18,91,73,-18,112
CCOC(=O)c1nn(-c2ccc(C)cc2)cc1C(=O)c1ccccc1,-6%,-64%,9,170,nt,nt,nt,-9,170
Cc1cc(NC(=O)CCC(=O)N(CC(=O)NC2CCCC2)c2ccccc2)no1,nt,nt,-1,105,7,88,82,1,105
Clc1ccc(-c2cc3ccccc3[nH]2)cc1,0%,42%,-5,112,nt,nt,nt,6,112
CNC(=S)Nc1ccc(Nc2ccccc2)cc1,-8%,16%,5,159,-2,84,86,-5,159
Cn1cnnc1SCNC(=O)C(F)(F)F,-1%,6%,-2,149,-11,74,85,2,149
C=CCN1C(=O)CSc2ccc(C(=O)N3CCC(C)CC3)cc21,15%,-8%,-5,147,-5,86,91,5,147
Cc1[nH]c2c(Br)cccc2c1[C@H]1[C@@H](CC#N)C1(C)C,-1%,11%,-6,136,0,74,73,6,136
COc1cc(-c2nnc(-c3cc(OC)c(OC)c(OC)c3)o2)cc(OC)c1OC,nt,nt,-1,113,12,78,65,1,113
CC(=O)c1ccc(OCCCC(=O)n2nnc3ccccc32)cc1,-6%,8%,12,74,13,100,87,-12,74
O=S(=O)(c1ccc(Br)s1)N1CCN(Cc2ccc3c(c2)OCO3)CC1,-4%,26%,4,165,-6,85,91,-4,165
COC(=O)CCNc1ccc2c(c1)OCCO2,-5%,14%,9,109,-28,60,88,-9,109
COc1ccc(C(=O)CSc2nnc(CNc3ccc(C)cc3C)o2)cc1,-8%,15%,-11,122,13,87,74,11,122
COc1cc(C(=S)N2CCC(C)CC2)ccc1O,10%,13%,23,161,5,87,83,-23,161
COc1ccc(-c2nnc(SCC(=O)NCc3ccco3)n2C)cc1,-8%,7%,-3,148,10,104,94,3,148
COc1ccc(OCC(O)Cn2cnc(-c3ccc(Br)cc3)c2)cc1 (configuration not stated),nt,nt,38,113,-74,39,112,-38,113
O=C(C1CCCN(S(=O)(=O)Cc2ccccc2)C1)N1CCCCC1 (configuration not stated),12%,-18%,14,164,2,83,81,-14,164
Cc1cc2cc(CNC(=O)c3ccc(S(=O)(=O)N(C)C)cc3)ccc2n1C,5%,1%,-7,53,5,89,84,7,53
Cc1cc(Cl)ccc1OCCCC(=O)N1CCCc2ccccc21,2%,-38%,25,152,nt,nt,nt,-25,152
CCn1c(COc2ccccc2)nnc1SCC(=O)Nc1cc(C)ccc1OC,0%,-64%,-4,175,8,91,83,4,175
O=C(c1ccc(Oc2ccccc2)cc1)c1nc2c(n1O)CCCC2,1%,-45%,-3,180,21,49,29,3,180
CC(=O)Nc1nonc1-c1nc2ccccc2n1CCC(C)C,-30%,-19%,-6,226,-42,45,87,6,226
O=C(Cn1cnc2ccccc2c1=O)OCCCCN1C(=O)c2ccccc2C1=O,-4%,3%,26,119,15,107,92,-26,119
O=c1n(Cc2ccc(Cl)cc2)c2sc3c(c2c2ncnn12)CCCC3,-1%,12%,2,186,11,98,86,-2,186
CCCCOc1ccc(Br)cc1/C(C)=N/NC1=NCCN1,nt,nt,8,127,-7,83,90,-8,127
O=C(NCc1ccncc1)c1ccc(Br)cc1,-11%,1%,-16,140,8,107,99,16,140
O=C(Nc1cccc(C(F)(F)F)c1)c1ccco1,0%,1%,24,130,-23,101,124,-24,130
NC(Cc1cccc2nsnc12)C(=O)O (configuration not stated),-8%,5%,12,198,7,104,96,-12,198
CC(=O)c1cccc(NC(=O)Nc2cnn(Cc3ccc(F)cc3)c2)c1,-7%,-3%,nt,nt,-30,85,115,nt,nt
COC(=O)\C(C(C)=O)=C(/C=C/C=C/N(C)C)N(C)C,17%,4%,nt,nt,2,100,98,nt,nt
O=C(NCCCN1CCCC1=O)c1ccccc1NS(=O)(=O)c1ccc(Br)cc1,15%,-45%,6,120,19,89,70,-6,120
Cc1ccc2c(CC(=O)NCc3ccco3)coc2c1C,2%,-15%,4,116,-16,27,43,-4,116
COc1cccc(-c2nn3c(-c4cccc(C)c4)nnc3s2)c1,7%,-13%,nt,nt,-5,81,85,nt,nt

# Given with bars between the fields: 18 of the compounds above.
SMILES | Bcl-B TR3 displacers | PLAP inhibitors HTS | NFkB transloc pot | NFkB transloc pot cell count 2 µM | MRP resist rev | MRP resist rev cytotoxicity | MRP resist rev with doxorubicin | IL1B NFkB inh | IL1B NFkB inh cell count 2 µM
COc1ccc(-c2nnc(SCC(=O)NCc3ccco3)n2C)cc1 | -8% | 7% | -3 | 148 | 10 | 104 | 94 | 3 | 148
COc1ccc(OCC(O)Cn2cnc(-c3ccc(Br)cc3)c2)cc1 (configuration not stated) | nt | nt | 38 | 113 | -74 | 39 | 112 | -38 | 113
O=C(C1CCCN(S(=O)(=O)Cc2ccccc2)C1)N1CCCCC1 (configuration not stated) | 12% | -18% | 14 | 164 | 2 | 83 | 81 | -14 | 164
Cc1cc2cc(CNC(=O)c3ccc(S(=O)(=O)N(C)C)cc3)ccc2n1C | 5% | 1% | -7 | 53 | 5 | 89 | 84 | 7 | 53
Cc1cc(Cl)ccc1OCCCC(=O)N1CCCc2ccccc21 | 2% | -38% | 25 | 152 | nt | nt | nt | -25 | 152
CCn1c(COc2ccccc2)nnc1SCC(=O)Nc1cc(C)ccc1OC | 0% | -64% | -4 | 175 | 8 | 91 | 83 | 4 | 175
O=C(c1ccc(Oc2ccccc2)cc1)c1nc2c(n1O)CCCC2 | 1% | -45% | -3 | 180 | 21 | 49 | 29 | 3 | 180
CC(=O)Nc1nonc1-c1nc2ccccc2n1CCC(C)C | -30% | -19% | -6 | 226 | -42 | 45 | 87 | 6 | 226
O=C(Cn1cnc2ccccc2c1=O)OCCCCN1C(=O)c2ccccc2C1=O | -4% | 3% | 26 | 119 | 15 | 107 | 92 | -26 | 119
O=c1n(Cc2ccc(Cl)cc2)c2sc3c(c2c2ncnn12)CCCC3 | -1% | 12% | 2 | 186 | 11 | 98 | 86 | -2 | 186
CCCCOc1ccc(Br)cc1/C(C)=N/NC1=NCCN1 | nt | nt | 8 | 127 | -7 | 83 | 90 | -8 | 127
O=C(NCc1ccncc1)c1ccc(Br)cc1 | -11% | 1% | -16 | 140 | 8 | 107 | 99 | 16 | 140
O=C(Nc1cccc(C(F)(F)F)c1)c1ccco1 | 0% | 1% | 24 | 130 | -23 | 101 | 124 | -24 | 130
NC(Cc1cccc2nsnc12)C(=O)O (configuration not stated) | -8% | 5% | 12 | 198 | 7 | 104 | 96 | -12 | 198
CC(=O)c1cccc(NC(=O)Nc2cnn(Cc3ccc(F)cc3)c2)c1 | -7% | -3% | nt | nt | -30 | 85 | 115 | nt | nt
COC(=O)\C(C(C)=O)=C(/C=C/C=C/N(C)C)N(C)C | 17% | 4% | nt | nt | 2 | 100 | 98 | nt | nt
O=C(NCCCN1CCCC1=O)c1ccccc1NS(=O)(=O)c1ccc(Br)cc1 | 15% | -45% | 6 | 120 | 19 | 89 | 70 | -6 | 120
Cc1ccc2c(CC(=O)NCc3ccco3)coc2c1C | 2% | -15% | 4 | 116 | -16 | 27 | 43 | -4 | 116

# (more compounds)
SMILES,Bcl-B TR3 displacers,PLAP inhibitors HTS,NFkB transloc pot,NFkB transloc pot cell count 2 µM,MRP resist rev,MRP resist rev cytotoxicity,MRP resist rev with doxorubicin,IL1B NFkB inh,IL1B NFkB inh cell count 2 µM
O=C(c1ccco1)N1CCC(c2ccccc2)C1 (configuration not stated),-12%,-4%,31,108,5,87,82,-31,108
CCCC(=O)Nc1ccc2oc(-c3cccnc3)nc2c1,1%,18%,14,123,-14,81,95,-14,123
COC(=O)c1ccc(/C=N/n2cnnc2)cc1,6%,4%,15,74,0,101,101,-15,74
Cn1c(SCC(=O)NCc2ccco2)nnc1-c1cccs1,-4%,3%,-12,88,1,92,91,12,88
CCOC(=O)N1CCN(C(=O)c2cnn3c(C(F)F)cc(-c4ccc(C)cc4)nc23)CC1,-4%,-33%,35,154,-21,68,89,-35,154
O=C(OCn1nnc2ccccc2c1=O)C1CCCCC1,8%,-26%,6,202,-15,102,117,-6,202
CCc1ccccc1N(CC(=O)NCCSCc1ccco1)S(C)(=O)=O,22%,-13%,-4,104,5,93,87,4,104
CC1(C)Oc2ccc(NC(=O)c3ccco3)cc2O1,1%,-4%,-15,191,-3,81,84,15,191
N#CCCN1CCN(C(=S)c2ccc(-c3cccc(Cl)c3)o2)CC1,3%,-48%,-6,135,3,73,70,6,135
COc1cc(=O)n2c(-c3ccccc3)csc2n1,-8%,-69%,12,181,21,98,78,-12,181
c1ccc(Cc2nnc3sc(-c4ccco4)nn23)cc1,39%,5%,4,196,21,103,82,-4,196
CCCCOC(=O)Nc1nnc(-c2ccccc2OC)s1,-6%,-71%,11,191,28,92,64,-11,191
CC(C(=O)N1CCOCC1)(c1ccccc1)c1ccccc1,-5%,-22%,4,158,-1,89,90,-4,158
Cc1ccc(-n2c3c(c(=O)[nH]c2=O)C(C(F)(F)F)(C(F)(F)F)NC(=O)N3)cc1,-9%,-13%,-2,125,5,109,105,2,125
CCn1c2ccccc2c2cc(/C=N/n3c(C)nnc3C)ccc21,-5%,-59%,-1,86,9,74,65,-7,170
Nc1c(C(=O)NC2CCCCC2)c2nc3ccccc3nc2n1/N=C/c1ccco1,-7%,-54%,nt,nt,-25,26,52,nt,nt
COc1ccc(-c2ccc(S(=O)(=O)N3CCOCC3)cc2)cc1,-2%,32%,-19,98,-7,86,92,19,98
O=C(Nc1cccn(Cc2c(Cl)cccc2Cl)c1=O)c1ccc(Cl)cc1,-9%,12%,0,118,nt,nt,nt,0,118
CC(C)NC(=O)c1onc(CSc2ccccc2)c1C(=O)O,-12%,11%,4,179,nt,nt,nt,-4,179
Cc1ccnc(NC(=O)CCC(=O)N(CC(=O)NC2CCCCC2)CC2CCCO2)c1 (configuration not stated),4%,-52%,11,115,14,107,93,-11,115
